# pCIP destab: p/CIP protein destabilization; decrease of EGFP signal, % at 10 µM; Q05BA5; hit rate 0.01% among 290,000; F442A p/CIP-EGFP cells, EGFP fluorescence, 16 h;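 active means EGFP signal decrease of at least 30% at 10 µM or well 3 SD below plate mean, unless failing retest; inactive means the rest, including hits failing retest or dose response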; further: some compounds called inactive have numbers as strong as hits; many of its hits are not listed in these tables
# CRFR2-BP ag: agonists of human CRF-binding protein/CRF-R2 receptor complex | HEK293 CRF-R2/CRF-BP, calcium dye fluorescence (FLIPR); percent of saturating CRF peptide response | activation, % at 13.2 µM | hit rate 0.46% among 350,000 | AID 588473;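 active means activation of at least 50%, plus an integration ratio under a set limit after plate pattern correction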;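 further: plate controls were neutral control wells without compound for no effect and CRF at EC100 for full effect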
# IDE cell activ: activators of human insulin-degrading enzyme in cells; P14735; HEK cells, FAbeta-B cleavage, fluorescence polarization; 0% vehicle, 100% cell-free pure enzyme wells; activation, % at 5.96 µM; hit rate 0.073% among 340,000; AID 493087;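 active means activation above the mean of all tested compounds plus 3 SD, set per screening campaign, cut at about 17% in these data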
# Target sequence (P14735 whole entry, looked up): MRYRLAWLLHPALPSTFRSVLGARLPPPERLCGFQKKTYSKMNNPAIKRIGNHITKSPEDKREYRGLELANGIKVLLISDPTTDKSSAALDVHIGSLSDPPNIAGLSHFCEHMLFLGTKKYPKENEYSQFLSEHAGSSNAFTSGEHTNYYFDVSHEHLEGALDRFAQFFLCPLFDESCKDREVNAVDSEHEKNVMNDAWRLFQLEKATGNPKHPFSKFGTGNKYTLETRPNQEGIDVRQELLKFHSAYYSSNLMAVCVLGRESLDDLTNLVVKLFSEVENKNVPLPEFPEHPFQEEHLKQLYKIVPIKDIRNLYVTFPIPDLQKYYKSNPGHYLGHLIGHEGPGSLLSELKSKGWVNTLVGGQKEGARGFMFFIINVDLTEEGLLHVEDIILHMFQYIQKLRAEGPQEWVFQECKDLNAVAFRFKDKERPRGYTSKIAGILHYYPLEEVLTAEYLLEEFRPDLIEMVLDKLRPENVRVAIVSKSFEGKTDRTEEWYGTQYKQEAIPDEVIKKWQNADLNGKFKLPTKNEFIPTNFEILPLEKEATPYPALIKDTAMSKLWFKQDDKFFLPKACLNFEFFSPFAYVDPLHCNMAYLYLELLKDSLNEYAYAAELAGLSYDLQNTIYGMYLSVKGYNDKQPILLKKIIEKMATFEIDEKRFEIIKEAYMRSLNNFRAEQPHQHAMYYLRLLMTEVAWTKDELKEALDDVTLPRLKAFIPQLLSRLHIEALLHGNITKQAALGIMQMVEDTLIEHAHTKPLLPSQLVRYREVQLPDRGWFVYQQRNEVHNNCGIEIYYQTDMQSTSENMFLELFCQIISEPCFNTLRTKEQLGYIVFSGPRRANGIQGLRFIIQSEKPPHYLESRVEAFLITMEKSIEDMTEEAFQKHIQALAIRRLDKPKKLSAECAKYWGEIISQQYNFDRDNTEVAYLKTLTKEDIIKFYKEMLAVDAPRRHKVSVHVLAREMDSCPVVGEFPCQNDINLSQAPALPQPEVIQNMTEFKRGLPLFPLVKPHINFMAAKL
# PHOSPHO1 block: blocks human PHOSPHO1 phosphatase activity; recombinant PHOSPHO1, absorbance phosphatase assay; inhibition, % at 13.3 µM; hit rate 1.1% among 290,000; in the data active means inhibition above about 60%
# MEKK3 PB1 HTS: raises or lowers MEK5 binding to the human MEKK3 PB1 domain | Q99759 | bead-based flow cytometry, Alexa488-MEK5 binding to MEKK3; actives lie on both sides; 0 = blocked by unlabeled MEK5, 100 = vehicle | binding response (% of control), % at 10 µM | hit rate 1.4% among 290,000 | AID 1529;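 active means binding response more than 3 SD above or below the average of its plate-row segment, actives on both sides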;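 further: Alexa488 bead fluorescence after subtracting the streptavidin-only scavenger bead signal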
# GalR3 antagonist: human GalR3 antagonism; HEK293 GalR3-CNG cAMP membrane potential fluorescence; galR3 body fused to GalR1 C-terminus; inhibition, % at 3 µM; O60755; hit rate 0.44% among 360,000; AID 651719;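 active means inhibition above the screen-wide average plus 3 SD, cut at about 13% in these data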;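 further: forskolin and galanin both at EC90 stimulate the cells; cAMP rise reported by CNG channel membrane potential dye signal; 0% = forskolin plus galanin with DMSO and 100% = forskolin alone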
# IDE inh: inhibits human insulin-degrading enzyme in HEK cells. P14735. FAbetaB cleavage, fluorescence polarization. inhibition, % at 5.59 µM. hit rate 0.41% among 320,000. AID 434962;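 active means percent inhibition above the average of all tested compounds plus 3 SD, set per screening campaign, cut at about 16% in these data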;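 further: IDE supplied by intact live HEK cells; FP after avidin binding of uncleaved biotin substrate so inhibition keeps polarization high; 0% = DMSO wells and 100% = 60 µM reference IDE inhibitor Ii1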
# M4 PAM: potentiates acetylcholine response at human M4 receptor; CHO-K1 hM4/Gqi5, Fluo-8 calcium fluorescence, ACh EC20; 0% = ACh EC20, 100% = maximal ACh; activation, % at 3 µM; hit rate 0.4% among 360,000; AID 624126;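 active means activation above its plate's cutoff, the mean activation of sample wells plus 3 SD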; further: some results filed as inactive read as strong as hits
# CRFR2-BP antag: CRF-BP/CRF-R2 complex antagonism; HEK293 CRF-R2/CRF-BP, CRF-induced calcium fluorescence; hit rate 0.59% among 350,000; inhibition, % at 11.8 µM;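 active means inhibition of the ligand-induced calcium signal above about 50% at the single tested concentration, limit read from the data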
# Active calls of the source: *; . = not tested or not shown.
# Fields – pCIP destab	CRFR2-BP ag	IDE cell activ	PHOSPHO1 block	MEKK3 PB1 HTS	GalR3 antagonist	IDE inh	M4 PAM	CRFR2-BP antag
COc1ccccc1NS(=O)(=O)c1ccc(C)c(C(=O)NCC(c2ccco2)N(C)C)c1 (centres undefined)
    .	0.8	2	.	.	-2	5	-3	2
O=C(Oc1ccc2c3c(c(=O)oc2c1)CCCC3)c1ccco1
    -12	-1.8	0	-37	98	-2	0	1	-1
COc1cc(/C=C2\SC(=S)N(NC(=O)c3ccccc3O)C2=O)ccc1O
    -108	28	-114	24	96	-11	120*	-18	-38
CC(=O)N1CCC(N(CCN2CCOCC2)C(=S)Nc2cc(C)cc(C)c2)CC1
    0	-0.9	8	46	101	-2	1	18	22
COc1ccc(CC(NC(C)=O)C(=O)NC2CCN(C(=O)Nc3ccc(C#N)cc3)CC2)cc1OC (centres undefined)
    1	-0.4	-2	21	114	-6	-2	10	-2
COc1ccccc1C(=O)Nc1ccc(N2CCN(C(C)=O)CC2)cc1
    -9	-0.7	0	45	102	-7	-4	-2	-13
O=C(CN1C(=O)CSc2ncccc21)NCCN1CCOCC1
    0	1.3	2	-9	108	-1	0	-2	14
CCn1nc(C(=O)NCc2ccco2)c(Cl)c1Cl
    0	-1.2	7	9	93	-2	1	12	4
Cc1ccc(S(=O)(=O)NCC(=O)NCC(=O)N(C)Cc2ccc3ccccc3c2)cc1C
    -12	0.6	-1	20	100	5	0	-8	-15
CCn1nc(C(=O)NCCc2ccc(S(N)(=O)=O)cc2)c2ccccc2c1=O
    -6	-1.1	3	9	97	-2	1	7	5
NS(=O)(=O)c1ccc(CNc2nc(-c3cccnc3)nc3ccccc23)cc1
    -1	0.2	-7	40	106	-8	6	-3	2
COc1cccc(NC(=O)/C=C/c2ccc(S(=O)(=O)N3CCOCC3)cc2)c1
    .	-1.8	-4	.	.	1	-4	10	-8
COc1cc(CNn2nnnc2N)ccc1OCC(=O)NC(C)(C)C
    1	-0.1	4	0	100	0	1	0	8
CCCN(CC(=O)Nc1ccccc1C)C(=O)c1cccc(-n2cnnn2)c1
    -28	-0.6	7	48	96	0	0	7	8
CCNC(=O)C1=C(O)c2sccc2N(C)S1(=O)=O
    2	-1.2	-2	12	104	-1	-5	1	-5
N#C/C(=C\c1cn(CCOc2ccccc2)c2ccccc12)C(=O)NCC1CCCO1 (centres undefined)
    4	5.4	0	14	108	-5	3	-23	-3
Cc1ccnc(N2CCC(C(=O)NCc3ccc(F)cc3)CC2)n1
    -5	-0.6	-2	29	95	-7	1	-3	0
COc1ccc(NS(=O)(=O)c2cccc(C(=O)N3CCN(S(=O)(=O)c4ccccc4)CC3)c2)cc1
    .	3.4	-2	.	.	-5	.	-7	16
CCNS(=O)(=O)c1ccc(CCC(=O)N2CCN(Cc3ccccc3)CC2)cc1
    -10	0.0	-3	45	106	-12	3	-3	7
CC(=O)N1C(C)(C)CC(=NOS(=O)(=O)c2ccccc2)CC1(C)C
    -2	5.1	-2	8	100	-1	.	10	14
O=C(O)c1ccccc1C(=O)c1cccc2ccccc12
    -4	1.4	0	35	106	-7	2	10	17
COc1ccc(-c2ccc3c(c2)C2CC3CCN2S(=O)(=O)c2ccccc2C)cc1 (centres undefined)
    .	5.5	2	.	.	-5	.	-2	1
Cc1cccc(OCC(=O)NCCNC(=O)c2cccnc2)c1
    9	-0.8	2	2	100	-8	3	-4	9
CCN1Cc2ccccc2-c2ccccc2S1(=O)=O
    .	-4.1	-1	.	.	-5	.	-1	-8
C=CCn1c(SCc2cc(=O)n3cc(C)ccc3n2)nnc1-c1cccc(C)c1
    -5	-1.2	2	-28	99	-2	-2	-7	-37
O=C(NCc1ccc(Cl)c(Cl)c1)c1ccc2c(c1)OCO2
    8	2.3	-4	-2	100	-6	5	3	4
CCOc1ccccc1N1CN(C2CCCCC2)CNC1=S
    4	3.2	.	-46	103	4	-1	-8	-4
Cc1ccc(S(=O)(=O)NC2=NCN(Cc3cccnc3)CN2)cc1
    4	4.0	3	-8	103	-3	1	14	-2
Cc1cc(C)c(NC(=O)CSc2nnc(-c3ccncc3)n2Cc2ccco2)c(Cl)c1
    1	0.4	4	39	74	-6	7	11	23
Cn1c(CNC(=O)CNC(=O)c2ccccc2)cc(=O)n(C)c1=O
    -11	-0.9	8	26	100	1	1	-2	2
CC1=C(c2ccccc2)CCC1=O
    .	-3.0	1	.	100	-4	0	-7	4
Cc1cc(=O)oc2cc(OCC(=O)OCC(=O)NCc3ccc4c(c3)OCO4)ccc12
    4	-2.1	1	-47	106	-1	6	-3	14
COCCNC(=O)c1cc(Sc2nnc(C)s2)nc2ccccc12
    -4	.	.	27	102	.	-1	.	.
COC(=O)C[C@H]1C[C@H]2c3cc(NC(=O)Nc4ccc(F)cc4)ccc3O[C@H]2[C@@H](CO)O1
    .	4.9	.	.	.	-7	.	-2	-22
CCOc1cc(CNn2nnnc2N)cc(Cl)c1OCC(=O)NC(C)(C)C
    -4	3.4	-6	15	90	-3	4	7	-7
O=C(CBr)Nc1c2c(nn1-c1ccccc1)CSC2
    -9	-0.5	6	14	105	2	-1	2	2
O=C(NCC1CCCO1)c1ccc2c(=O)n(CC3CCCO3)c(SCC(=O)N3CCCC3)nc2c1 (centres undefined)
    6	-0.4	-4	15	99	3	13	-19	-5
CC1CCCC(C)N1C(=O)COC(=O)c1cc(Br)ccc1Cl (centres undefined)
    2	-2.7	-4	24	102	-4	3	-2	-6
COc1cccc(/C=C/C(=O)OCC(=O)Nc2ccc3c(c2)OCO3)c1
    .	-1.2	.	.	.	-6	.	3	-6
CCn1cc(C(C)NC(=O)Nc2ccccc2C(=O)OC)c(C)n1 (centres undefined)
    8	-1.7	-2	18	100	-3	4	-3	9
Cc1ccc(-c2csc3nnc(SCc4csc(C)n4)n23)cc1
    -1	-0.1	1	-27	100	-5	-3	3	7
CN(C)CC(c1ccccc1)c1ccccc1
    -6	-1.4	.	37	101	-3	4	-2	11
Cc1noc(C)c1S(=O)(=O)N1CCCC(C(=O)Nc2ccc(Cl)cn2)C1 (centres undefined)
    1	0.2	-1	18	100	-5	-3	6	0
Cc1ccc(NC(=O)COC(=O)C2COc3ccccc3O2)cc1S(=O)(=O)N1CCOCC1 (centres undefined)
    3	1.1	8	4	92	-3	0	7	-1
N#CC1=C(N)Oc2cc(O)c(Cl)cc2C1c1ccccc1F (centres undefined)
    -14	192*	-31	23	104	-6	34*	-6	-195
O=C1CCNCCN1[C@H](CO)c1ccccc1
    -4	-1.4	4	-2	100	-3	-3	13	3
CCC(CC)C(=O)N1N=C(c2ccc(NS(C)(=O)=O)cc2)CC1c1ccccc1 (centres undefined)
    -8	-0.4	-2	18	100	-7	1	8	-13
CCN(CC(=O)Nc1cc(S(=O)(=O)N2CCCCC2)ccc1Cl)Cc1ccccc1
    .	0.8	2	.	.	-7	-7	-9	2
Cc1cccc(C)c1NC(=O)CNc1ccccc1
    -4	0.9	0	3	83	9	4	-2	3
CC(=O)Nc1ccc(NC(=O)Nc2ccc3c(c2)N(C)C(=O)CS3)cc1
    11	-0.9	1	-1	98	-3	-1	-1	-10
CC(NC(=O)C(=O)c1cn(CC(=O)N2CCCC2)c2ccccc12)c1ccccc1 (centres undefined)
    .	-1.2	.	.	.	-3	.	-1	-29
CCOc1ccc2nc(SCC(=O)NC3CC3)sc2c1
    4	0.5	1	28	101	-5	1	-2	4
COC(=O)c1cccc(NC(=O)NC(=O)c2ccccc2Cl)c1
    9	-0.4	1	-3	96	-5	2	5	-13
CC(C)C(c1nnnn1C(C)(C)C)N1CCC(Cc2ccccc2)CC1 (centres undefined)
    -6	1.1	4	10	90	-1	0	-2	-25
CCOc1cc(/C=C2\C(=O)ON=C2C)ccc1OCc1ccccc1
    0	49	-3	21	93	1	-3	-1	-38
CC(=O)Nc1ccc(NC(=O)C(C)OC(=O)/C=C/c2cnc3ccccc3n2)cc1 (centres undefined)
    -8	-0.4	0	35	95	-6	3	18	0
O=C(O)C1CCN(C(=O)Cc2ccccc2)CC1
    4	-4.6	4	41	94	9	-3	10	4
Cn1c(C(=O)NC2CCCCC2)cc2c(=O)n3ccccc3nc21
    -5	0.0	6	7	97	1	-1	0	-7
CCOc1ccccc1CN1CCC(N2CCOCC2)CC1
    3	-1.4	-2	42	91	-10	-2	-11	3
Cc1c(S(=O)(=O)NC2CCCCC2)c(=O)n(C)c(=O)n1C
    .	-0.3	6	.	.	-5	-1	8	5

# One compound at a time, as listed above. Order of screens: pCIP destab, CRFR2-BP ag, IDE cell activ, PHOSPHO1 block, MEKK3 PB1 HTS, GalR3 antagonist, IDE inh, M4 PAM, CRFR2-BP antag
# Record of `O=C1CCNCCN1[C@H](CO)c1ccccc1` : -4, -1.4, 4, -2, 100, -3, -3, 13, 3
# Record of `Cc1noc(C)c1S(=O)(=O)N1CCCC(C(=O)Nc2ccc(Cl)cn2)C1` (centres undefined) : 1, 0.2, -1, 18, 100, -5, -3, 6, 0

# New compounds follow
# Fields – pCIP destab	CRFR2-BP ag	IDE cell activ	PHOSPHO1 block	MEKK3 PB1 HTS	GalR3 antagonist	IDE inh	M4 PAM	CRFR2-BP antag
CC(C)(C)OC(=O)NCC1CCC(C(=O)NC[C@H](CC(=O)O)c2ccc(Cl)cc2)CC1 (some centres undefined)
    14	-1.6	6	29	99	-8	-2	4	1
CCOC(=O)C1(CCc2ccccc2)CCN(C2Cc3ccccc3C2)CC1
    -10	-2.1	6	49	107	-1	3	-13	-48
CCOc1cc(S(=O)(=O)Nc2ccncc2)ccc1F
    4	-0.7	3	.	107	-10	2	5	-4
CCn1c(C)[n+](CCOC(C)=O)c2cc(Cl)c(Cl)cc21
    -3	-2.2	8	17	104	-3	-6	-2	6
O=C(O)C(=Cc1ccccc1[N+](=O)[O-])c1ccccc1
    .	-0.5	2	.	.	-6	.	8	-13
COc1ccc2c(c1OC)C(=O)OC2Nc1nc(-c2cc3cc([N+](=O)[O-])ccc3oc2=O)cs1 (centres undefined)
    -3	0.0	2	-6	101	-4	1	-11	14
COC(=O)c1ccc(COc2ccc(CNCc3ccc(Cl)cc3)cc2)cc1
    -15	3.5	0	24	105	-2	0	-3	8
CN(C)C(=O)c1c([N+](=O)[O-])ncn1C
    -2	1.0	5	12	98	-3	11	4	29
COc1ccc(S(=O)(=O)N2CCCCCC2)cc1C(=O)OCC(=O)NC1CCS(=O)(=O)C1 (centres undefined)
    .	0.5	3	.	.	-1	-3	4	-2
Fc1ccc2[nH]c3c(c2c1)CN(C(=S)NCc1ccccc1)CC3
    2	-2.1	5	24	93	-4	1	-7	-5
COc1cccc(CNC(=O)C(=O)NCC2CCCO2)c1 (centres undefined)
    -13	-2.0	2	24	92	-2	2	6	15
O=C(O)c1ccc(C2Nc3ccccc3C(=O)N2Cc2ccccc2)cc1 (centres undefined)
    -19	1.1	-3	4	96	-3	4	7	2
O=C(Nc1nnc(-c2ccccc2)o1)Nc1ccc(F)cc1F
    -12	0.7	2	51	103	-3	0	5	1
Cc1ccc(Nc2nc(N)nc(-c3oc4ccccc4c3C)n2)cc1
    -23	2.6	6	29	99	.	7	2	-2
CCCCCc1c(C)nc(Nc2ccccc2)[nH]c1=O
    -9	15	-1	17	101	-3	4	5	-14
Nc1nc(NCc2ccco2)nc(N2CCOCC2)c1[N+](=O)[O-]
    -12	0.3	5	46	102	-1	1	4	-2
CC(C)(C)C(=O)C(Oc1cccc2nonc12)n1cncn1 (centres undefined)
    0	-2.0	5	-2	93	-2	0	8	-13

# Screens as filed in PubChem.
